High-throughput results from PubChem BioAssay.
MIN6 prolif: inducers of beta-cell replication in MIN6 cells | MIN6 cells proliferation, ATPlite luminescence, 48 h; cells starved in 0.2% serum; 100% = growth in 10% serum | proliferation, % at 10 µM | 0.29% of 330,000 active;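 active = compounds whose signal lies at least 3.5 SD above the mean of all wells on their plate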;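 also: 0% = DMSO-treated cells in low-serum medium and 100% = 10% serum control; some compounds called inactive have numbers as strong as hits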
MPTP inh: blocks calcium-induced mitochondrial swelling. isolated mouse mitochondria, Ca2+ swelling absorbance, 30 min. inhibition, % at 10 µM. 1.4% of 360,000 active. AID 602449;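 active = inhibition of 50% or more, scaled per plate between neutral and stimulator controls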;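 also: 0% = DMSO wells given calcium and 100% = 1 mM EGTA wells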
APOBEC3A inh: human APOBEC3A DNA deaminase inhibition. recombinant A3A, FAM/TAMRA ssDNA deamination fluorescence. inhibition, % at 20 µM. 0.41% of 330,000 active;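 active = at least 40% inhibition at 20 µM here, with at most 30% in a related deaminase screen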;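 also: plate controls were A3A with DMSO for no effect and wells lacking A3A enzyme for full effect; some results filed as inactive read as strong as hits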
Target sequence (P31941 whole entry, looked up): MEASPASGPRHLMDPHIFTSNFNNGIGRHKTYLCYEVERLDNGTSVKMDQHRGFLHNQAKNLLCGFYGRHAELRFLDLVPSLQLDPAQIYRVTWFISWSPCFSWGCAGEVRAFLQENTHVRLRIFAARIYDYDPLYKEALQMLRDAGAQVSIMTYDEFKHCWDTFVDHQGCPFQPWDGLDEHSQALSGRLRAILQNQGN
hIAP inh: blocks human intestinal alkaline phosphatase | AID 2544 | inhibition, % at 10 µM | purified IAP, CDP-Star luminescence, 30 min | P09923 | 0.12% of 330,000 active;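 active = inhibition reaching a set limit with compound at 10 µM in the primary screen, cut at about 35% in these data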;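 also: plate controls were DMSO wells with enzyme for no effect and no-enzyme buffer wells for full effect; values of inactives mirror those of a sister screen read the other way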
Target sequence (P09923 whole entry, looked up): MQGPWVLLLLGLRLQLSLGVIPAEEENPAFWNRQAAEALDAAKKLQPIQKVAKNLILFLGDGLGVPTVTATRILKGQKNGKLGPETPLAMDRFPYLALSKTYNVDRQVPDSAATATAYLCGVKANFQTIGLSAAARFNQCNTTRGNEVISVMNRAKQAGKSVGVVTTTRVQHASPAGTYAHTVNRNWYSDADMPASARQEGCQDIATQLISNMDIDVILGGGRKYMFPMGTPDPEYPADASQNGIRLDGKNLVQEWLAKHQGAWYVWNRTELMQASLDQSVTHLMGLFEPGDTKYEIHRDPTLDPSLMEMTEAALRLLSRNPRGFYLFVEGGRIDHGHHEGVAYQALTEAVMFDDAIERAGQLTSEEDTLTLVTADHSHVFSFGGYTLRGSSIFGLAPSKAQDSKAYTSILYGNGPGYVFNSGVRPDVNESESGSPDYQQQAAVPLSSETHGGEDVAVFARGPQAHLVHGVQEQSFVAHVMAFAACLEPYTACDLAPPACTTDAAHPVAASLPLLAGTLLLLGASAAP
mIAP act: mouse IAP activation; muIAP, CDP-Star luminescence, 30 min; hits give high values; 1 = vehicle-only enzyme signal, 0 = enzyme-free wells; AID 2805; activation factor at 10 µM; 0.24% of 330,000 active;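 active = activation factor of at least 2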; also: the source names both 10 and 20 µM as test concentration; values of inactives mirror those of a sister screen read the other way
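System: mouse IAP enzyme. Reagent: CDP-Star chemiluminescent phosphatase substrate. Benchmarks: DMSO wells, no-enzyme wells. Times: 30 min enzyme-substrate-compound incubation at room temperature. Detection: luminescence from enzymatic CDP-Star hydrolysis. Doses: test compounds delivered from DMSO solution.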
hIAP act: increases human intestinal alkaline phosphatase activity; 0.16% of 330,000 active; purified human IAP, CDP-Star luminescence, 30 min; hits give high values; 1 = vehicle-only enzyme, 0 = enzyme-free background; AID 2524; activation factor at 10 µM;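 active = activation factor of the enzyme at least 2-fold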; also: the source names both 10 and 20 µM as test concentration; values of inactives mirror those of a sister screen read the other way
APOBEC3G inh: blocks human APOBEC3G single-stranded DNA deamination. 0.28% of 330,000 active. recombinant A3G, ssDNA deamination FAM/TAMRA fluorescence. AID 493012. inhibition, % at 20 µM. Q9HC16;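 active = inhibition of at least 40% at 20 µM, with no more than 30% in the related APOBEC3A deaminase screen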;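 also: plate controls were DMSO wells with A3G for no effect and wells lacking A3G enzyme for full effect; some compounds called inactive have numbers as strong as hits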
Target sequence (Q9HC16 whole entry, looked up): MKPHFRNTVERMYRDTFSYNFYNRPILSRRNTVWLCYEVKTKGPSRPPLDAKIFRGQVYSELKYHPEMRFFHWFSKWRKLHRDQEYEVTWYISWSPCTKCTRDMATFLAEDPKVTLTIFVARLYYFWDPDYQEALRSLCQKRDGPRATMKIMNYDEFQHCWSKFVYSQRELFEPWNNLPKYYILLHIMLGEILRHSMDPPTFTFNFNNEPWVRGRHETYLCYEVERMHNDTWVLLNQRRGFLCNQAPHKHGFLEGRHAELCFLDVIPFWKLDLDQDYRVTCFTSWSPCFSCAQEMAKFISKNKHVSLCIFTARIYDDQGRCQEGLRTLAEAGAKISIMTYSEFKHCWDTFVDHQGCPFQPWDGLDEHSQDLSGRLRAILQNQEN
NR3A LBD binder: NR3A (human) ligand-binding domain modulation | NR3A LBD differential scanning fluorimetry, Tm shift; 0% = protein alone, 100% = glycine-bound protein | Tm shift relative to glycine control, % at 25 µM | 2.5% of 340,000 active | AID 1259313;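 active = melting temperature shift of at least 10% of the positive control shift, at one fixed dose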
mIAP inh: blocks mouse intestinal alkaline phosphatase. purified mouse IAP, CDP-Star luminescence, 30 min. inhibition, % at 10 µM. 0.2% of 330,000 active;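 active = inhibition of at least 40% at 10 µM in the primary screen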;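 also: plate controls were DMSO with enzyme for no effect and no enzyme wells for full effect; values of inactives mirror those of a sister screen read the other way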
* = called active by the depositor; x = not tested or not shown. Random draw from the library. About 5% of those tested had a hit in this group.

SMILES | MIN6 prolif | MPTP inh | APOBEC3A inh | hIAP inh | mIAP act | hIAP act | APOBEC3G inh | NR3A LBD binder | mIAP inh
O=C(c1ccccc1)N1CCC(c2nc3c(nnn3Cc3ccccc3Cl)c(=O)[nH]2)CC1 | -4 | 0.4 | 0 | -10 | 1 | 1.1 | 3 | 0 | 0
O=[N+]([O-])c1ccc(O)c(-c2cc(C(F)(F)F)nc(-c3ccccc3)n2)c1 | -5 | 32 | -6 | 11 | 0.82 | 0.89 | -9 | -18 | 18
CCOC(=O)c1ccc(S(=O)(=O)Nc2cc(C(=O)O)ccc2Cl)cc1 | -3 | -0.4 | -2 | 10 | 0.97 | 0.9 | -5 | -1 | 3
S=C(c1cn(CCOc2cccc3ccccc23)c2ccccc12)N1CCCC1 | -5 | -0.9 | -2 | 4 | 1 | 0.96 | -2 | -5 | -1
C[C@@H](C(=O)Nc1ccc2ccccc2c1)[C@@H]1C[C@@]1(C)[C@@H](NC(=O)c1ccccc1)c1ccccc1 | -5 | 0.2 | 2 | 8 | 2.3* | 0.92 | 2 | -1 | -132
COc1ccccc1-n1c(CNC(=O)c2ccco2)nnc1SCC(=O)Nc1cc(C)ccc1C | 5 | -1.5 | 1 | -2 | 1.1 | 1 | 1 | 5 | -6
N#C/C(=C/c1cn[nH]c1-c1ccc(Br)cc1)C(=O)O | -1 | -1.1 | -1 | 6 | 0.98 | 0.94 | -3 | 1 | 2
O=[N+]([O-])c1ccc2nc(-c3ccccc3)[nH]c2c1 | -2 | 47 | -3 | -5 | 0.94 | 1 | -7 | 16* | 6
COc1ccccc1CC(=O)Nc1ccc(NC(=O)c2cccs2)cc1 | -3 | -2.1 | -3 | 5 | 0.93 | 0.95 | -2 | -12 | 7
CCN(CC)CCCNCC(=O)Nc1cc(C)on1 | -4 | 0.0 | -3 | -4 | 1 | 1 | -11 | -2 | 0

Next section (2 carried over from the part before).
SMILES | MIN6 prolif | MPTP inh | APOBEC3A inh | hIAP inh | mIAP act | hIAP act | APOBEC3G inh | NR3A LBD binder | mIAP inh
COc1ccccc1CC(=O)Nc1ccc(NC(=O)c2cccs2)cc1 | -3 | -2.1 | -3 | 5 | 0.93 | 0.95 | -2 | -12 | 7
CCN(CC)CCCNCC(=O)Nc1cc(C)on1 | -4 | 0.0 | -3 | -4 | 1 | 1 | -11 | -2 | 0
Cc1ccc(/C=C2\SC(=S)N(CC(=O)Nc3cccnc3)C2=O)cc1 | -4 | 6.7 | 1 | -9 | 0.91 | 1.1 | -1 | -7 | 9
O=C1c2ccccc2C(=O)N1CCCP(=O)(O)CCc1ccccc1 | -1 | -3.9 | -6 | -10 | 1.2 | 1.1 | -8 | -7 | -18
COC(CNC(=O)C1CCN(S(=O)(=O)c2cccc3nsnc23)CC1)OC | 2 | 0.9 | 0 | -12 | 0.94 | 1.1 | -4 | 3 | 6
O=C(CCc1ccccc1)NCc1ccccn1 | -1 | -1.2 | -1 | 8 | 0.95 | 0.92 | -8 | 0 | 5
CS/C(N)=N/C(=S)Nc1cccc(Cl)c1 | -3 | 17 | -4 | 6 | 1 | 0.94 | -6 | -10 | -4
COC(=O)c1c(NC(=O)c2ccc([N+](=O)[O-])o2)sc2c1CCN(C(C)C)C2 | -7 | -1.1 | 17 | 3 | 0.78 | 0.97 | 9 | 0 | 22
COC(=O)CSc1nc2cc(OC)ccc2n1C | 0 | 0.4 | -4 | -2 | 0.99 | 1 | -5 | 0 | 1
CCOC(=O)C1C(=O)OC(C)(C)C1C(CC)C(=O)c1c(C)cc(C)cc1C (stereo unspecified) | -1 | 2.4 | 1 | -15 | 1 | 1.2 | -2 | 0 | -1
COc1ccc(OCCNC(=O)c2cccc(Oc3ccc(C(F)(F)F)cc3[N+](=O)[O-])c2)cc1 | -1 | 28 | 1 | -1 | 0.89 | 1 | 2 | -4 | 11
O=C(NCCSc1ccc(Cl)cc1)c1ccc(CN2CCOCC2)cc1 | 1 | -1.4 | -3 | 7 | 0.99 | 0.93 | -7 | -1 | 1
Cc1ccc(-n2nc(C)c3c2OC(N)=C(C#N)C3c2ccccc2F)cc1 (stereo unspecified) | 0 | 0.7 | -2 | -9 | 1 | 1.1 | -5 | -4 | -1
Nc1c(N(C(=O)Nc2ccc(Cl)c(Cl)c2)C2CCCC2)c(=O)[nH]c(=O)n1Cc1ccccc1 | -7 | -1.6 | 1 | -11 | 0.96 | 1.1 | -6 | -1 | 4
CCOC(=O)c1oc2ccc(S(=O)(=O)Nc3ccc4c(c3)n(C)c(=O)n4C)cc2c1C | -2 | 8.0 | -6 | -4 | 0.99 | 1 | -6 | -2 | 0
CC(C)CCC(CCN1CCCC1)c1ccc2c(c1)OCO2 (stereo unspecified) | -2 | 0.4 | -5 | 17 | 0.88 | 0.83 | -6 | 0 | 12
COc1ccc(S(N)(=O)=O)cc1C(=O)OCC(=O)Nc1sccc1C#N | -2 | -1.0 | -3 | 6 | 0.87 | 0.94 | -9 | -1 | 13
COC(=O)C1=C(O)/C(=C\c2cc(C)n(-c3ccccc3F)c2C)N=C1C | 0 | 0.2 | 1 | -24 | 0.82 | 1.2 | -6 | 1 | 18
O=C(N[C@@H](Cc1ccccc1)C(=O)OCc1ccccc1)c1ccco1 | -2 | -0.8 | -5 | -8 | 1.1 | 1.1 | -9 | 4 | -13
CCCCOc1ccc(C2CCC(C(C)=O)C(C)C2)cc1 (stereo unspecified) | 0 | 1.9 | 0 | 5 | 1.1 | 0.95 | -6 | 1 | -6
CC(=O)NCc1ccc(-c2csc(NC(=O)CCCc3nc4ccccc4c(=O)[nH]3)n2)cc1 | -1 | -1.2 | 4 | -14 | 0.84 | 1.1 | 2 | -1 | 16
CCN(CC)S(=O)(=O)c1ccc(C)c(NC(=O)CN(C)C)c1 | -1 | 1.4 | 0 | 1 | 1 | 0.99 | 3 | -2 | -1
COc1ccc(OC)c(NC(=O)CSc2nc(=O)n(CCN3CCOCC3)c3c2CCC3)c1 | -1 | -0.5 | -4 | -14 | 0.96 | 1.1 | -8 | 1 | 4
CSCCC1NC(=O)N(C(C)C(=O)Nc2cc(Cl)cc(Cl)c2)C1=O (stereo unspecified) | -3 | 0.7 | 4 | 6 | 1.1 | 0.94 | -5 | -3 | -10
CCCc1cc(=O)oc2c(C)c(O[C@@H]3O[C@H](CO)[C@@H](O)[C@H](O)[C@H]3O)ccc12 | 2 | 1.5 | 0 | -1 | 1.1 | 1 | -5 | -2 | -7
CCOc1ccc(S(=O)(=O)N2CCc3ccccc3C2)cc1 | -2 | -2.6 | 1 | -8 | 1 | 1.1 | -4 | 2 | -3
COC(=O)C1=CNC=C(C(=O)OC)C1c1cccc(OC)c1 | -1 | 4.3 | -3 | 9 | 1 | 0.91 | -5 | -1 | 0
CCc1cccc(C)c1NC(=S)NCCc1c(C)[nH]c2ccc(C)cc12 | -6 | 1.0 | -2 | 11 | 1.5 | 0.89 | -6 | -10 | -45
CC(=O)Nc1ccc(S(=O)(=O)NCCNC(=O)c2ccccc2F)cc1 | -1 | -0.9 | -2 | 16 | 0.99 | 0.84 | -3 | 10 | 1
CCCn1c(CC)nc([N+](=O)[O-])c1S(=O)(=O)c1ccccc1 | -6 | -0.6 | -2 | 2 | 1.1 | 0.97 | -4 | 2 | -6
CCN(C(=O)c1cnc2scc(C)n2c1=O)c1ccccc1C | 5 | 0.3 | 2 | 4 | 1 | 0.96 | 4 | -1 | 0
Cc1ccc(Cl)cc1N1CCN(S(=O)(=O)c2cnc[nH]2)CC1 | -3 | 1.1 | -5 | -27 | 0.92 | 1.3 | -4 | 1 | 8
N#CCCCn1c(-c2ccccc2)noc1=O | 0 | 0.3 | 0 | 12 | 0.89 | 0.88 | -6 | 1 | 12
CCOc1ccc(S(=O)(=O)Nc2c(C)n(C)n(-c3ccccc3)c2=O)cc1 | 1 | 0.0 | -5 | 14 | 0.98 | 0.86 | -6 | -1 | 2
CC1CCN(C(c2cccs2)c2nnnn2Cc2ccccc2)CC1 (stereo unspecified) | -4 | 2.2 | -2 | -21 | 1 | 1.2 | -3 | 4 | -1
CC(=O)Nc1ccc2nc3ccccc3nc2c1 | -2 | 2.1 | 3 | -2 | 1 | 1 | 6 | -1 | 0
CCOC(=O)c1[nH]c2ccc(F)cc2c1NC(=O)CN1CCN(C/C=C/c2ccccc2)CC1 | -7 | -15 | 0 | -10 | 1 | 1.1 | -7 | -3 | -3
Cc1ccc(C(=O)NCCNC(=O)Cc2ccccc2)cn1 | 0 | -1.9 | -1 | 8 | 0.98 | 0.92 | -4 | 1 | 2
CCOC(=O)C1CCCN(c2c(NCCc3ccc(Cl)cc3)c(=O)c2=O)C1 (stereo unspecified) | -3 | -0.1 | 1 | 6 | 0.97 | 0.94 | -7 | 0 | 2
COc1ccccc1NC(=S)NCCC(c1ccccc1)c1ccccc1 | -6 | 30 | -3 | -6 | 2.1* | 1.1 | -2 | 1 | -108
Oc1ccc(Br)cc1C=Nc1ccc(Cl)cc1 | -2 | 3.1 | 2 | -5 | 0.98 | 1.1 | -7 | 0 | 2
COc1ccccc1-c1ccc(NC2CCCCC2)nn1 | -4 | -3.9 | 1 | 17 | 0.94 | 0.83 | -5 | 0 | 6
COc1ccc([N+](=O)[O-])cc1N(CC(O)Cn1nnc2ccccc21)S(=O)(=O)c1ccc(C)cc1 (stereo unspecified) | 1 | 1.8 | -1 | 0 | 0.95 | 1 | -9 | -3 | 5
CCCCNC(=O)Nc1nc2ccccc2s1 | -2 | -0.9 | -1 | 10 | 1.1 | 0.9 | 0 | 1 | -10
Cc1cc(C)n(S(=O)(=O)c2ccc(C(C)(C)C)cc2)n1 | -1 | 0.0 | -2 | 0 | 0.94 | 1 | -2 | -1 | 6
COc1cc(OC)cc(-c2sc3ccc(OC)cc3c2-c2ccc(OCCN3CCCCC3)cc2)c1 | x | -1.2 | 5 | x | 0.97 | x | 2 | 9 | 3
C[C@@H]1CN([C@@H](C)CO)C(=O)Cc2cc(NC(=O)Nc3ccc(F)cc3)ccc2O[C@@H]1CN(C)Cc1ccc(Cl)c(Cl)c1 | -6 | 2.8 | -4 | -4 | 1.5 | 1 | -8 | 18* | -53
CCc1cc(=O)oc2cc(OCC(=O)N3CCC(C(N)=O)CC3)ccc12 | -1 | -1.5 | 4 | 9 | 0.98 | 0.91 | -4 | 0 | 2
COc1ccc(NC(=O)CSc2nc(O)cc(=O)[nH]2)c(OC)c1 | -3 | 0.1 | 0 | -15 | 0.82 | 1.2 | -3 | 1 | 18
O=C(CC(=O)c1c(F)cccc1Cl)c1ccccc1O | -4 | 1.3 | -7 | -2 | 1 | 1 | -4 | 0 | -2
Cc1cccc(NC(=O)CN2C(=O)NC(C)(c3ccc4c(c3)OCO4)C2=O)c1 (stereo unspecified) | -3 | 3.2 | -2 | 0 | 1 | 1 | -9 | 1 | 0
O=C(Nc1ccccc1C(F)(F)F)C(O)(c1ccccc1)C1CCCCC1 (stereo unspecified) | -2 | 2.5 | 4 | -21 | 1 | 1.2 | 6 | 3 | -4
O=S(=O)(c1ccc(N=C2NN=C(c3cc(F)ccc3F)CS2)cc1)N1CCOCC1 | -5 | -0.2 | -4 | 3 | 0.93 | 0.97 | -7 | 2 | 8
O=C(c1cccc(N2CCCC2=O)c1)N1CCN(c2ccccc2)CC1 | 2 | -2.9 | 2 | 1 | 1 | 0.99 | 0 | 0 | 0
COC(=O)C1=C(C)OC(N)=C(C#N)C1c1cc2cc(C)ccc2nc1Cl (stereo unspecified) | -4 | -0.5 | 0 | -14 | 0.95 | 1.1 | -3 | 3 | 5
